Bioassay records: PubChem, National Center for Advancing Translational Sciences (NCATS)
FLuc counter: qHTS profiling assay for firefly luciferase inhibitor/activator using purifed enzyme and Km concentrations of substrates (counterscreen for miR-21 project) | AID 588342, 2011 | Luciferin 4-monooxygenase (Photinus pyralis), P08659 | Potency, µM (highest dose often 57.5 µM), without a hit: at the highest dose activity change, negative = inhibition, actives largely listed as inhibitors | purified FLuc, Km substrates, luminescence inhibition | 360,000 compounds, 6.9% hits;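 also: potency is read from the fitted curve at half-maximal effect; plate controls were vehicle for no effect and reference inhibitor for full effect; nearly all actives have a fitted effect of over 55% in size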
Target sequence (P08659 whole entry, looked up): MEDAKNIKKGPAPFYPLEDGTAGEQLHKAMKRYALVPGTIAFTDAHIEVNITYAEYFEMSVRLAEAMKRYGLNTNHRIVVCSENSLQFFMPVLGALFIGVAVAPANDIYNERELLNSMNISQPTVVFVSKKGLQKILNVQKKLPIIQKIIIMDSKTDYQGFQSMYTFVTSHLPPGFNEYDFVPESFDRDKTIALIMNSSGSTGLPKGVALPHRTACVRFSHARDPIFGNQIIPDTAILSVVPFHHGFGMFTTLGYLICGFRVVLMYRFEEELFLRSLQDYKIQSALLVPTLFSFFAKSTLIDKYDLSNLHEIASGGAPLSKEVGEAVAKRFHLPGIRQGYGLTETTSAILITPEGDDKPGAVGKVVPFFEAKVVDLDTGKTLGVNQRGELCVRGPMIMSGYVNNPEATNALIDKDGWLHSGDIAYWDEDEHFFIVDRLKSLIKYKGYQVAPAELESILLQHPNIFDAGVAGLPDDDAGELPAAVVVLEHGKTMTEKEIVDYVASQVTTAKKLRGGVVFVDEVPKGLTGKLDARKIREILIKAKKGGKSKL
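Biochemical qHTS of compounds, final roughly 60 µM downward over six points, against 10 nM purified firefly luciferase using Km concentrations of substrates (10 uM D-luciferin, 10 uM ATP) in Tris acetate pH 7.5 buffer; luminescence output.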
Giardia kill: Small Molecules that selectively kill Giardia lamblia: qHTS; 340,000 compounds, 0.15% hits; activity change, % at 7.66 µM, hits read low; Giardia lamblia trophozoite viability; in the data active = activity change below about -80%; inconclusive = between about -30% and that limit;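 also: parasites exposed to compound for two days anaerobically before the ATP read; % is scaled to controls: 0 for no effect and ±100 for the full control effect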
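Each well holds 100 Giardia trophozoites and compound. After two days (48 hrs) at 37 deg C in anaerobic conditions, ATP is quantified by luminescence.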
KCNH2 3.1 inh: qHTS for Inhibitors of KCHN2 3.1: Mutant qHTS; Potassium voltage-gated channel subfamily H member 2, brain isoform KCNH2 3.1 (human); activity change, % (tested at about 1.8 µM); 340,000 compounds, 0.95% hits; U2OS KCNH2 3.1, thallium flux FluxOr; hits give low values;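 active = maximum activity change below -70%; inconclusive = maximum activity change from -70% to -50%; inactive = maximum activity change above -50%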;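 also: thallium influx rate constant from kinetic fluorescence after stimulation buffer; % is scaled to controls: 0 for no effect and ±100 for the full control effect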
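U2OS cells transduced with KCNH2 3.1 mutant virus (1.77 x 10^8 /mL, 4 h), plated overnight at 37 C, loaded 45 min with FluxOr dye plus Red40 quencher. Thallium flux rate constant from kinetic reads after stimulation buffer, normalised to controls.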
Rab9 promoter act: qHTS Assay for Rab9 Promoter Activators; Potency, µM (highest dose often 9.22 µM), for the others: at the highest dose activation, negative = inhibition, actives largely listed as activators; 320,000 compounds, 2.8% hits; Huh7 Rab9 promoter-luciferase reporter, luminescence, 24 h; also: potency is read from the fitted curve at half-maximal effect; % of control where 0% means no effect; nearly all actives have a fitted effect of over 60% in size
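Huh7 cells stably carrying Rab9 promoter–luciferase reporter, plated 1500 cells/well, compound added after 2 h and incubated 24 h at 37 °C; luciferase luminescence then read after 10 min with detection reagent.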
RORgamma inh: qHTS for inhibitors of ROR gamma transcriptional activity; 310,000 compounds, 5.4% hits; Potency, µM (top dose mostly 53.6 µM), inactives show at the top dose activity change, negative = inhibition, hits mostly inhibitors; Drosophila S2 Gal4-RORgamma UAS-luciferase reporter, 20 h; AID 2551, 2010; also: potency is read from the fitted curve at half-maximal effect; % is scaled to controls: 0 for no effect and ±100 for the full control effect; nearly all actives have a fitted effect of over 60% in size
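Drosophila S2 cells stably expressing Gal4-DBD/mouse RORγ fusion under metallothionein promoter plus UAS-luciferase; compound 1 h, then 700 uM CuSO4 induction for 20 h at ambient temperature; inhibition read as reduced luminescence.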
Tb PFK block: qHTS Assay to Find Inhibitors of T. brucei phosphofructokinase | T. brucei PFK, ADP-Glo luminescence | AID 485367, 2010 | 330,000 compounds, 0.17% hits | Potency, µM (doses to about 57.5 µM), for inactives: at the top dose activity, negative = inhibition, actives largely listed as inhibitors | ATP-dependent 6-phosphofructokinase (Trypanosoma brucei brucei), O15648;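 also: potency is read from the fitted curve at half-maximal effect; 0% = uninhibited 1x PFK enzyme wells and -100% = no-enzyme wells; nearly all actives have a fitted effect of over 60% in size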
Target sequence (O15648 whole entry, looked up): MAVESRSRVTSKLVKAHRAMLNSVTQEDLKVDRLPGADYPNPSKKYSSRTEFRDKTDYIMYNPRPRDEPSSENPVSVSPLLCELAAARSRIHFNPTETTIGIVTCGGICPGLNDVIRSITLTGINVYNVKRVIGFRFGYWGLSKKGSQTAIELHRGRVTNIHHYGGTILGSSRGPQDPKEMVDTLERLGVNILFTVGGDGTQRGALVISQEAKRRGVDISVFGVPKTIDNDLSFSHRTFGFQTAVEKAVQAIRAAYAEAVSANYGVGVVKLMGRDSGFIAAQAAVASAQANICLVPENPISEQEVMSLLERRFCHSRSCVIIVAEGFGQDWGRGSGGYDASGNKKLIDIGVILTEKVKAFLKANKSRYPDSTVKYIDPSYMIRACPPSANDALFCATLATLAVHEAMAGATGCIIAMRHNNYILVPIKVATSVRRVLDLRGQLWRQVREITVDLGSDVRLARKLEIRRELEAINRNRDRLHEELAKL
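Activity is normalized to no-enzyme wells (full inhibition) and 1.25 nM enzyme wells (no inhibition). Reaction: 0.5 mM F6P, 0.1 mM ATP, 45 min RT, ADP-Glo luminescence; concentration-response curves fitted and classed by quality.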
uPA surface inh: qHTS for Inhibitors of Cell Surface uPA Generation | cell surface uPA generation assay, qHTS | Potency, µM (titrated, usually from 38.3 µM), inactives show at the top dose activity change, negative = inhibition, most hits filed as inhibitors | 330,000 compounds, 0.31% hits | AID 540303, 2011; active = well fitted inhibition curve with a large enough effect; inconclusive = small, poorly fitted or top-dose-only effect; inactive = no such curve, though single readings can be large or run the other way; tested in mouse RAW 264.7 cells; also: potency is read from the fitted curve at half-maximal effect; % is scaled to controls: 0 for no effect and ±100 for the full control effect; nearly all actives have a fitted effect of over 55% in size
FBPA coupling cs: qHTS Assay for Inhibitors of Fructose-1,6-bisphosphate Aldolase from Giardia Lamblia: Coupling assay counterscreen; coupling enzyme system counterscreen, AmpLite Red fluorescence; activity change, negative = inhibition, % at 58.2 µM, hits read low; 290,000 compounds, 0.67% hits; AID 2472, 2010; in the data active = activity change below about -30%; also: % is scaled to controls: 0 for no effect and ±100 for the full control effect
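Counterscreen lacking aldolase: glyceraldehyde-3-phosphate coupling-enzyme reagent preincubated 10 min at RT with compound (at 57.5 uM final), then substrate/coupling system with AmpLite Red added; fluorescence read at 525/598 nm after 20 min RT.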
ELG1 genotoxic: qHTS screen for small molecules that induce genotoxicity in human embryonic kidney (HEK293T) cells expressing luciferase-tagged ELG1. 330,000 compounds, 1.3% hits. Potency, µM (highest dose often 46 µM), for inactives: at the top dose activity change, positive = activation, actives largely listed as activators. AID 504466, 2011. HEK293T ELG1-luciferase reporter, luminescence, 16 h; also: potency is read from the fitted curve at half-maximal effect; % of control where 0% means no effect; nearly all actives have a fitted effect of over 60% in size
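HEK293T cells expressing luciferase-tagged ELG1 were treated with compound or DMSO for 16 hr at 37°C. Luciferase activity was then read after 30 min with ONE-Glo at room temperature; rising signal flags genetic stress.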
Gal4-VP16 FLuc: VP16 counterscreen qHTS for inhibitors of ROR gamma transcriptional activity. Potency, µM (highest dose often 53.6 µM), for the others: at the highest dose activity, negative = inhibition, most hits filed as inhibitors. Drosophila S2 Gal4-VP16 UAS-luciferase, luminescence, 20 h. 310,000 compounds, 3.5% hits;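 also: Gal4-VP16 expression switched on by copper sulfate through the metallothionein promoter; potency is read from the fitted curve at half-maximal effect; % is scaled to controls: 0 for no effect and ±100 for the full control effect; nearly all actives have a fitted effect of over 50% in size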
NPC1 promoter act: qHTS Assay for NPC1 Promoter Activators | Huh7 NPC1 promoter luciferase reporter, 24 h | Potency, µM (series often up to 9.22 µM), for inactives: at the highest dose activation, actives largely listed as activators | 320,000 compounds, 2.4% hits | AID 485313, 2010;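 also: potency is read from the fitted curve at half-maximal effect; % of control where 0% means no effect; nearly all actives have a fitted effect of over 60% in size; reporter is driven by a mutant NPC1 promoter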
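Stably transfected Huh7 (NPC1 promoter→luciferase), 1500 cells/well in Opti-MEM + 10% FBS, 2 h settle, then compound 24 h at 37 °C. Luminescence after 10 min with Amplite reagent.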
The depositor's hits bear a star; ? = inconclusive; nt = no result given; [ ] = another dose, or the depositor's remark. Unless noted, calls follow the shape of the dose curve; as a rule, active = well fitted curve in the direction sought with a large enough effect; inconclusive = small, poorly fitted or top-dose-only effect, or another doubt; inactive = no such curve, though single readings can be large; an effect the other way counts as inactive or inconclusive.

SMILES	FLuc counter	Giardia kill	KCNH2 3.1 inh	Rab9 promoter act	RORgamma inh	Tb PFK block	uPA surface inh	FBPA coupling cs	ELG1 genotoxic	Gal4-VP16 FLuc	NPC1 promoter act
CS(=O)(=O)N(CCc1ccccc1)CC(=O)N1CCN(Cc2ccccc2)CC1	0%	2	-10	-7%	8%	1%	-3%	3	-2%	5%	-8%
c1ccc(Cc2nnc3n2N=C(c2ccccc2)CS3)cc1	0%	-2	1	-3%	11%	-7%	-3%	-54*	1%	-7%	-6%
O=C(Cc1ccc2c(c1)OCCO2)Nc1cc(C(F)(F)F)ccc1N1CCOCC1	3%	9	8	-6%	nt	-11%	3%	nt	-8%	nt	-4%
CCC(=O)c1ccc(-c2ccccc2)cc1	15µM*	5	-5	2%	?	2%	4%	-1	?	14%	3%
Cc1cccc(C)c1OCC(=O)Nc1cccc(-c2nnc(-c3ccccc3)o2)c1	?	10	14	6%	33%	0%	-2%	1	-7%	-1%	3%
COc1ccc(N2C(=O)C(CC(=O)O)S/C2=N\N=C\c2cccs2)cc1 (stereo not given)	-3%	22	9	-2%	14%	-5%	5%	1	0%	-1%	0%
N#C/C(=C\c1ccc([N+](=O)[O-])o1)c1nc2ccccc2[nH]1	3%	-28	-14	-35%[inhibitor]	2µM*	2%	?	0	-13%	1.6µM*	-33%[inhibitor]
CC(CCN1C(N(C)C)=NC[C@@H]1C)c1ccccc1 (stereo not given in full)	4%	4	0	-3%	nt	-3%	-7%	nt	-1%	nt	-2%
O=C(NCc1ccccc1)Nc1cccn(Cc2ccccc2F)c1=O	12µM*	-5	-4	4%	23%	1%	?	-2	4%	-15%	0%
C=CCn1cnnc1SCC(=O)N(C1CCCCC1)C1CCS(=O)(=O)C1 (stereo not given)	nt	8	2	nt	nt	0%	3%	nt	-2%	nt	nt
CCOc1ccc(C(CC(=O)O)NC(=O)C(Sc2ccccc2)c2ccccc2)cc1 (stereo not given)	?	16	-37	-5%	10%	-2%	-2%	13	2%	-1%	-1%
CC1(C)Cc2c(sc3nc(N/N=C/c4ccccc4)[nH]c(=O)c23)CO1	?	1	2	22%	8%	0%	4%	2	2%	-11%	3%
CCN(CC(=O)Nc1cccc(OC)c1)CC(=O)Nc1ccc(C)cc1Cl	4%	7	0	0%	6%	2%	-5%	-1	-4%	-6%	-1%
COc1cc(NCCCCCCCN)c2ncccc2c1	-12%	4	0	7%	1.6µM*	1%	0%	-37*	-7%	?	3%
Cc1ccc(-n2nc3c(=O)n(CCCC(=O)N4CCC(C(N)=O)CC4)nc(C)c3c2C)cc1	-2%	-22	4	0%	-41%	3%	-3%	0	0%[9.26 µM]	-5%	-5%
Cc1ccc2cc(C)c3nnc(SCc4ccc(C(=O)O)cc4)n3c2c1C	0%	11	9	-3%	-15%	?	-6%	4	3%	-9%	-1%
CC(C)NCC(O)COCCOc1ccc(C(C)(C)C)cc1 (stereo not given)	1%	1	2	-7%	-14%	2%	1%	0	-1%	6%	-1%
NC(=O)c1c(NC(=O)C2CCCO2)sc2c1CCC2 (stereo not given)	-2%	-8	-10	3%	18%	-3%	nt	0	-2%	4%	4%
COc1ccc(C)c2sc(N(CCN(C)C)C(=O)/C=C/c3cccs3)nc12	1%	-17	-45	-1%	-44%	2%	?	nt	-2%	?	-5%
COc1ccc(/C=C2\SC(=S)N(C(C)C(=O)NC3C=CS(=O)(=O)C3)C2=O)cc1 (stereo not given)	17µM*	16	-5	15%	26%	0%	-10%	4	1%	25%	11%
CC1CCN(C(=O)COC(=O)CCC(=O)c2ccc(Cl)cc2)CC1	nt	-10	-2	nt	nt	11%	7%	nt	11%	nt	nt
COc1cccc(/C=N/N2CCN(c3ccc(Cl)cc3)CC2)c1OC	1%	-13	9	-3%	14%	-1%	-3%	-1	-7%	9%	4%
CC(=O)CSc1nc2cc3c(cc2cc1C#N)OCCO3	0.67µM*	-18	13	?	42%	2%	-4%	-43*	?	-5%[10 µM]	3.2µM*
O=C(NCCS(=O)(=O)NCc1ccc(F)cc1)c1ccccc1	5%	-5	2	-2%	nt	-3%	2%	nt	0%	nt	2%
CCOc1ccc2nc(C)cc(Nc3ccc4c(c3)OCCO4)c2c1	1%	28	-3	-2%	-20%	0%	-10%	1	0%	?	-1%
SMILES	FLuc counter	Giardia kill	KCNH2 3.1 inh	Rab9 promoter act	RORgamma inh	Tb PFK block	uPA surface inh	FBPA coupling cs	ELG1 genotoxic	Gal4-VP16 FLuc	NPC1 promoter act
Cc1ccc(C(=O)Nc2c3c(nn2C(C)(C)C)CS(=O)(=O)C3)cc1C	2%	-5	-5	-2%	-2%	0%	nt	1	-1%	4%	0%
Cc1ccc(S(=O)(=O)N2CCOCC2)cc1NC(=O)COC(=O)CCC(=O)c1ccc(F)cc1	-1%	16	-7	-10%	nt	8%	6%	nt	-1%	nt	-1%
COc1ccc(-c2csc(NC(=O)CN3C(=O)NC4(CCCC4)C3=O)n2)c(OC)c1	?	-14	-2	-3%	nt	2%	0%	nt	-1%	nt	-5%
CC(=O)N1c2ccc(S(=O)(=O)N3CCC(C(=O)NCc4ccccc4Cl)CC3)cc2CC1C (stereo not given)	0%	-23	-1	-3%	33%	-4%	8%	1	-1%[9.26 µM]	-6%	-3%
CCN(CC)S(=O)(=O)c1ccc(C)c(NC(=O)CN(C)C)c1	8%	10	20	0%	7%	-2%	-3%	1	-1%	-4%	-4%
COc1ccc(CN(C(=O)c2snc(C(N)=O)c2N)C(C(=O)NC2CCCC2)c2ccc(OC)cc2)cc1 (stereo not given)	-1%	23	-2	2%	-4%	3%	nt	0	-6%	9%	-4%
Brc1ccc(C2=Nn3c(nnc3-c3cccnc3)SC2)s1	0%	3	0	-1%	7%	2%	-2%	2	0%	-3%	-3%
O=C(C1CCN(S(=O)(=O)N2CCOCC2)CC1)N1CCN(Cc2ccc3c(c2)OCO3)CC1	0%	10	1	-4%	2%	2%	-1%	0	-4%	-6%	-3%
Cc1onc(-c2ccccc2Cl)c1C(=O)NCc1nnnn1-c1ccc(F)cc1	6%	-4	2	-5%	nt	0%	1%	nt	-2%	nt	-3%
CCCN=C1N(C)C[C@@H]2[C@@H]3C(=O)N(C)C(=O)[C@@H]3[C@](Cc3ccccc3)(C(=O)OC)N12	nt	12	-19	nt	nt	-6%	-6%	nt	5%	nt	nt
O=C(CNCc1ccccn1)N1CCc2ccccc2C1	-9%	1	-19	0%	-26%	0%	-1%	-2	3%	-3%	-2%
Cc1c(NC(=O)CN2C(=O)NC3(CCCC3)C2=O)c(=O)n(-c2ccccc2)n1C	-1%	0	10	-2%	-1%	-3%	5%	1	1%	-8%[10 µM]	-3%
O=C(Nc1ccc2c(c1)OCCO2)C1CCN(C(=O)c2ccc(Br)cc2)CC1	-12%	-13	-9	10%	24%	0%	-9%	3	-4%	-16%	-5%

Exported with each value named: part of the list above.
O=C(CNCc1ccccn1)N1CCc2ccccc2C1
  FLuc counter: -9%
  Giardia kill: 1
  KCNH2 3.1 inh: -19
  Rab9 promoter act: 0%
  RORgamma inh: -26%
  Tb PFK block: 0%
  uPA surface inh: -1%
  FBPA coupling cs: -2
  ELG1 genotoxic: 3%
  Gal4-VP16 FLuc: -3%
  NPC1 promoter act: -2%
O=C(Nc1ccc2c(c1)OCCO2)C1CCN(C(=O)c2ccc(Br)cc2)CC1
  FLuc counter: -12%
  Giardia kill: -13
  KCNH2 3.1 inh: -9
  Rab9 promoter act: 10%
  RORgamma inh: 24%
  Tb PFK block: 0%
  uPA surface inh: -9%
  FBPA coupling cs: 3
  ELG1 genotoxic: -4%
  Gal4-VP16 FLuc: -16%
  NPC1 promoter act: -5%
Brc1ccc(C2=Nn3c(nnc3-c3cccnc3)SC2)s1
  FLuc counter: 0%
  Giardia kill: 3
  KCNH2 3.1 inh: 0
  Rab9 promoter act: -1%
  RORgamma inh: 7%
  Tb PFK block: 2%
  uPA surface inh: -2%
  FBPA coupling cs: 2
  ELG1 genotoxic: 0%
  Gal4-VP16 FLuc: -3%
  NPC1 promoter act: -3%
